FID counter: compounds displacing fluorescent DNA intercalator, primary screen, artefact control for HCV NS3 helicase inhibitor project, biochemical, FID fluorescence; DNA fluorescent intercalator displacement; inhibition, % at 7.9 µM; 290,000 tested, 0.17% active; AID 1845, 2009; in the data active = inhibition above about 37%;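 note: 0% = vehicle and 100% = reference compound; higher means more ethidium bromide displaced from hairpin DNA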
NS3 helicase inh: inhibitors of HCV NS3 helicase, primary screen, biochemical, Cy5 molecular beacon fluorescence. NS3 helicase DNA unwinding. inhibition, % at 10.9 µM. 290,000 tested, 0.56% active;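 active = inhibition above the mean of all tested compounds plus 3 SD, set per campaign, cut at about 35% in these data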;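 note: 0% = DMSO wells and 100% = thioflavine S control wells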
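Measured by: Cy5 fluorescence, 0 and 60 min reads / Assay system: NS3 helicase fragment of HCV / Control set: low DMSO, high thioflavine S at 110 µM / Times: 1 h reaction at 25 °C, ATP-initiated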
M18AAP inhibitor: PfM18AAP inhibitors, malaria aminopeptidase, primary screen, biochemical, QFRET, recombinant enzyme | H-Glu-NHMec fluorogenic cleavage | inhibition, % at 7.35 µM | 290,000 tested, 1.2% active;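 active = inhibition above the campaign mean inhibition over all tested compounds plus 3 SD, cut at about 28% in these data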;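 note: 0% = plate median of test compound wells and 100% = 2 mM ZnCl2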
NALP1 inh: NALP1 inflammasome inhibitors in reconstituted yeast, colorimetric, S. cerevisiae, triplicate retest | S. cerevisiae NALP1/ASC/caspase-1 growth, X-gal OD620, 72 h | inhibition, % at 10 µM | 280,000 tested, 0.61% active; in the data active = inhibition mostly above about 24%, no sharp cut-off; inactive = mostly below about 32%; note: some compounds called inactive have numbers as strong as hits
MEKK2mut PB1 HTS: MEK5 binding signal on mutant MEKK2 PB1, primary screen, biochemical, multiplex bead flow cytometry, Alexa488-MEK5; Alexa488-MEK5 binding to MEKK2 mutant; percent response, % at 10 µM; 290,000 tested, 0.35% active; AID 1530, 2009; in the data active = percent response above about 24%, passing the limit was not always enough; note: inactives centre near 1; some results filed as inactive read as strong as hits
SUMO HTRF inh: inhibitors of in vitro SUMOylation cascade, primary screen, biochemical, HTRF, uHTS; inhibition, % at 35 µM; HTRF SUMOylation assay, SAE1/SAE2 + UBC9; 290,000 tested, 0.36% active; in the data active = inhibition above about 50%, passing the limit was not always enough; note: strong numbers were not always called active
Target sequence (P63279 whole entry, looked up): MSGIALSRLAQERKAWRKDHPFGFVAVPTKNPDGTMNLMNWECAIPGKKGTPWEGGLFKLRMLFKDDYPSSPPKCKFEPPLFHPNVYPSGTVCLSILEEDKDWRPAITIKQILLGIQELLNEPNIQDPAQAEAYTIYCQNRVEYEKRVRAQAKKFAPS
IMP-1 inhibitor: IMP-1 metallo-beta-lactamase inhibitors, primary screen, biochemical, epi-absorbance readout, Pseudomonas aeruginosa enzyme. metallo-beta-lactamase IMP-1 (Pseudomonas aeruginosa). purified IMP-1, nitrocefin hydrolysis, epi-absorbance fluorescence. inhibition, % at 5.6 µM. 290,000 tested, 0.45% active. AID 1556, 2009;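 active = inhibition above the mean plus 3 SD of all compounds in the same screening run, cut at about 4.5% in these data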;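 note: 0% = IMP-1 with DMSO and 100% = DMSO wells lacking enzyme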
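Assay system: purified recombinant IMP-1 beta-lactamase. Input: IMP-1 0.2 nM before substrate addition. Buffer or medium: Zinc- and detergent-supplemented HEPES buffer, pH 7.1. Schedule: 25 °C, 15 min preincubation, 25 min reaction. Signal: Epi-absorbance fluorescence, 480 nm excitation, 530 nm emission. Evaluation: percent inhibition from optical density relative to buffer-blank wells.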
VIM-2 inhibitor: VIM-2 metallo-beta-lactamase inhibitors, primary screen, biochemical, epi-absorbance readout, Pseudomonas aeruginosa enzyme | purified VIM-2, nitrocefin hydrolysis, epi-absorbance fluorescence | inhibition, % at 5.6 µM | 290,000 tested, 0.89% active | AID 1527, 2009;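 active = inhibition above the mean of all tested compounds plus 3 SD, cutoff set per screening run, cut at about 7.5% in these data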;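 note: red hydrolysis product quenches plate fluorescence so inhibitors raise well fluorescence; 0% = enzyme with DMSO and 100% = DMSO without enzyme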
MEKK2wt PB1 HTS: modulators of MEK5 binding to wildtype MEKK2, primary screen, biochemical, multiplex bead flow cytometry, Alexa488-MEK5; AID 1531, 2009; binding response (% of control), % at 10 µM; Alexa488-MEK5 binding to MEKK2 WT; actives lie on both sides; 290,000 tested, 1.1% active; Mitogen-activated protein kinase kinase kinase 2 (Homo sapiens), Q9Y2U5; in the data active = binding response below about 67% or above about 130%
The depositor's hits bear a star; . = not tested or not shown. Random draw from the library (roughly 4.7% active in at least one column).

SMILES	FID counter	NS3 helicase inh	M18AAP inhibitor	NALP1 inh	MEKK2mut PB1 HTS	SUMO HTRF inh	IMP-1 inhibitor	VIM-2 inhibitor	MEKK2wt PB1 HTS
Fc1cccc(NCc2cn3ccccc3n2)c1	2	-3	4	4	-2	-9	-2.9	-3.0	98
COC(=O)c1ccccc1NC(=S)NC(C)=O	-7	33	5	11	-2	-3	-2.5	-1.6	92
C/C(=N\NC(=O)c1nnn(-c2nonc2N)c1COc1ccc(F)cc1)c1ccc(Cl)cc1	1	10	1	.	6	13	-2.0	-4.2	107
Cc1c(C)c2c(OCC(=O)NCCCO)cc3c(c2oc1=O)CCC(C)(C)O3	-26	5	2	21	0	31	-2.5	1.3	99
COc1ccc(NC(=O)CSc2nnc(C3CCCCC3)n2-c2ccccc2)cc1	-35	-1	1	-9	1	22	-2.5	-1.3	101
COc1ccc(CC2(CO)CCN(C(C)Cc3ccc(Cl)cc3)CC2)cc1 (stereo not drawn)	32	-13	-11	22	8	-6	0.5	1.9	122
Cc1ccccc1Nc1nnc(SCC(=O)Nc2ccccc2[N+](=O)[O-])s1	-6	3	7	35	0	7	-3.3	-0.6	105
O=C(NCC1CCCO1)c1cc(C(=O)C2CCCCC2)c[nH]1 (stereo not drawn)	-8	7	-10	2	-4	0	-2.3	-0.9	105
COC(CNc1ncnc2sc(-c3ccccc3)cc12)OC	-21	15	4	10	6	12	-3.5	-3.9	105
COc1ccccc1N1CCN(C2CCN(S(=O)(=O)c3ccc(C)cc3)CC2)CC1	0	-1	8	.	-9	4	-0.9	-1.2	90
O=C(C[n+]1ccc2ccccc2c1)c1cccc2ccccc12	2	-14	-10	16	-1	22	-0.5	0.9	115
CCc1ccc(OCC(=O)Nc2ccncc2)cc1	0	1	4	6	15	1	-3.9	-1.3	116
CCCCn1c(S(=O)(=O)O)nc2ccccc21	-3	2	4	36	4	-4	-2.6	-1.0	104
CC1CCC(N2CCN(c3ncccn3)CC2)C1 (stereo not drawn)	1	-1	2	4	6	7	0.6	-2.5	112
O=C1N(C2CCCC2)C[C@@H]2C[C@@H](c3cn[nH]c3-c3ccc(Cl)cc3)N3CCC[C@@]123	-13	-8	-1	8	-6	0	-1.8	-3.2	90
Cc1cc(C)c(S(=O)(=O)NNC(=O)C2CCN(Cc3ccccc3)CC2)c(C)c1	5	-2	7	-6	-4	7	-2.4	-1.6	97
CSc1ccc(-c2sc(Nc3ccccc3)n[n+]2-c2ccccc2)cc1	3	-74	8	11	10	4	-1.7	0.1	148*
Cc1cccc2cc(CN(CC3CCCO3)C(c3nnnn3Cc3ccco3)C(C)C)c(=O)[nH]c12 (stereo not drawn)	-10	6	-2	11	.	-5	-3.2	0.6	.
O=C(Nc1ccc(F)c([N+](=O)[O-])c1)c1cccs1	5	-9	-7	-10	2	20	-5.0	-2.4	99
Cc1noc(C)c1S(=O)(=O)N1CCN(Cc2ccc3c(c2)OCO3)CC1	-6	-4	0	32	0	-10	-1.6	-3.4	102
COc1cccc(C(=O)Nc2cc(C)nn2-c2ccccc2)c1OC	-31	2	-2	18	1	-14	-1.9	-2.0	95
Cc1cc(C2=NNC(=Nc3ccc(S(=O)(=O)N4CCOCC4)cc3)SC2)c(C)n1C	-3	24	23	-7	25	2	-3.9	-2.8	100
COC(=O)CSc1nc(NC(C)=O)nc(C)c1Br	-4	-5	2	26	7	27	-6.3	0.7	102
CCOC(=O)C1=C(C)N(C)C(=O)NC1c1ccccc1OC (stereo not drawn)	-5	1	0	-12	9	3	-3.3	-1.1	106
C(=C\c1ccccc1)/CSc1nnc(-c2ccncc2)n1Cc1ccco1	-33	26	-29	16	11	23	-1.4	-2.1	105

Remaining list, next part.
SMILES	FID counter	NS3 helicase inh	M18AAP inhibitor	NALP1 inh	MEKK2mut PB1 HTS	SUMO HTRF inh	IMP-1 inhibitor	VIM-2 inhibitor	MEKK2wt PB1 HTS
Cc1nc(N2CCN(C(=O)c3ccc(Cl)cc3)CC2)c(C#N)c2c1COC(C)(C)C2	-45	-4	-3	.	5	25	-2.3	1.3	104
O=S(=O)(c1ccccc1)c1nc(-c2ccco2)oc1N1CCOCC1	-3	-2	-4	20	-1	0	-0.5	0.6	97
COc1cc(C(=O)NC(CCSC)C(=O)OCC(=O)C(C)(C)C)cc(OC)c1OC (stereo not drawn)	-22	-11	4	-5	-2	6	-1.7	-2.3	99
O=c1[nH]c(CN2CCN(c3ccccc3)CC2)nc2scc(-c3ccccc3)c12	-6	-3	2	27	-2	4	-1.2	-2.5	93
Cc1ccc(C(=O)c2nc3c(n2O)CCCC3)cc1	2	9	5	9	12	-3	1.9	-2.6	99
O=C(CSc1cn[nH]n1)Nc1nc2ccccc2s1	-5	2	6	2	2	5	-3.4	-3.5	98
CN1CCSc2ccc(C(=O)Nc3cccc(F)c3)cc21	-2	-2	6	12	-1	14	-2.5	-2.3	98
CCCC(=O)Nc1ccc(N2CCN(C(=O)CCC)CC2)cc1	-6	2	2	7	4	15	0.3	0.9	102
CCCCc1ccc(NC(=S)NCCCN2CCOCC2)cc1	11	-27	1	4	-8	20	0.4	0.6	85
Cc1ccc(S(=O)(=O)Cc2ccc(C(=O)NCCCN3CCN(C)CC3)o2)cc1	11	-1	-11	.	0	12	-1.3	-2.7	99
CCN(CC)S(=O)(=O)c1ccc(OC(C)C)nc1	-4	6	1	3	-7	7	-2.1	-2.6	90
O=S(=O)(c1ccc(Oc2ccc(S(=O)(=O)N(CCO)CCO)cc2)cc1)N(CCO)CCO	-11	-6	-7	13	-3	16	0.0	1.6	91
COc1ccc(CC(=O)NC(C)(C)CC(C)=O)cc1OC	1	1	-7	12	-12	-5	0.1	0.4	98
COc1ccc(CC2(CO)CCN(Cc3cnc(-c4ccccc4C)nc3)CC2)cc1	0	-10	5	4	-8	-9	-3.0	-9.1	96
CCN(Cc1ccncc1)C(=O)c1cc(Br)cc(Br)c1O	-18	-3	8	-1	-1	-14	-0.8	0.5	96
COCCCN(CCC#N)C(=O)c1c(-c2c(Cl)cccc2Cl)noc1C	-4	-10	-7	17	-4	12	-2.7	-1.1	95
CCOc1ccc(NC(=O)c2ccc(NCC(=O)N3CCCCCC3)cc2)cc1	-25	-3	3	11	-2	11	-2.6	-2.0	96
COc1cc(C2Nc3ccc4ccccc4c3C3=C2C(=O)CC(C)(C)C3)ccc1OCC(=O)O (stereo not drawn)	-36	-7	-10	17	9	33	-2.0	-2.3	113
O=C(Nc1nc2ccccc2s1)c1ccccc1[N+](=O)[O-]	11	-7	2	5	6	-6	-4.6	-0.5	107
CC(=O)N(CCc1ccccc1C)Cc1cc2cc(C)ccc2[nH]c1=O	-44	0	-13	17	2	0	1.3	-0.9	107
Cn1c(Cl)c(/C=N/OC(=O)C2CC2)c2ccccc21	-10	2	-4	-15	10	-1	-2.5	-0.8	106
CCCN1CCN(CC(=O)Nc2cc(OCC)ccc2OCC)CC1	-1	10	-5	24	3	4	-0.4	-0.1	105
COc1ccc(NC(=O)C2CCC(CNc3c(N4CCCCC4)c(=O)c3=O)CC2)c(OC)c1 (stereo not drawn)	-37	20	-2	.	2	7	-1.5	0.5	93
Nc1c2c(nc3ccccc13)CCCC2=O	4	27	-1	24	-5	1	-1.6	0.7	87
COc1ccc(CCNC(=O)CCCCn2c(=O)[nH]c3ccccc3c2=O)cc1OC	-21	-10	-6	-36	-5	26	-0.3	-2.3	92

Single records (already shown). Order of values: FID counter | NS3 helicase inh | M18AAP inhibitor | NALP1 inh | MEKK2mut PB1 HTS | SUMO HTRF inh | IMP-1 inhibitor | VIM-2 inhibitor | MEKK2wt PB1 HTS
O=C(CSc1cn[nH]n1)Nc1nc2ccccc2s1 reads -5 | 2 | 6 | 2 | 2 | 5 | -3.4 | -3.5 | 98
Cn1c(Cl)c(/C=N/OC(=O)C2CC2)c2ccccc21 reads -10 | 2 | -4 | -15 | 10 | -1 | -2.5 | -0.8 | 106
CCCN1CCN(CC(=O)Nc2cc(OCC)ccc2OCC)CC1 reads -1 | 10 | -5 | 24 | 3 | 4 | -0.4 | -0.1 | 105
O=c1[nH]c(CN2CCN(c3ccccc3)CC2)nc2scc(-c3ccccc3)c12 reads -6 | -3 | 2 | 27 | -2 | 4 | -1.2 | -2.5 | 93
CCN(CC)S(=O)(=O)c1ccc(OC(C)C)nc1 reads -4 | 6 | 1 | 3 | -7 | 7 | -2.1 | -2.6 | 90

The list goes on:
SMILES	FID counter	NS3 helicase inh	M18AAP inhibitor	NALP1 inh	MEKK2mut PB1 HTS	SUMO HTRF inh	IMP-1 inhibitor	VIM-2 inhibitor	MEKK2wt PB1 HTS
C=C(C)C(=O)Nc1cccc(C2=NOC3(C2)C[C@H](C(N)=O)N(C(=O)c2ccccc2C(=O)c2ccccc2)C3)c1 (stereo partly drawn)	.	.	.	0	-22	2	.	.	82
CCc1c(C)c2c(C)[nH]nc2oc1=O	1	3	15	0	-5	7	-0.7	0.4	94
CC(C)c1ccc(S(=O)(=O)N2CCN(C(=S)NCc3ccco3)CC2)cc1	-16	-15	-16	1	-2	0	-2.2	-0.8	102
COC(=O)c1ccc(-n2c(C)nc(=O)c(-c3ccccc3)c2C)cc1	-6	8	-6	12	2	22	-2.4	-2.0	102
CC#CC(=O)N1CCC(C(=O)Nc2ccc(Oc3ccccc3)nc2)CC1	-29	-6	-2	9	-1	2	0.6	1.2	94
CCn1c(-c2ccccc2SC)n[nH]c1=S	-6	-4	19	-28	-4	11	-1.4	-1.8	94
CC(=O)c1ccc(N2CCN(c3ccnc4cc(Cl)ccc34)CC2)cc1	-16	-9	8	10	1	10	-2.0	-1.7	101
CCC(C)C(=O)Nc1nc(C)c(-c2csc(Nc3ccccc3OC)n2)s1 (stereo not drawn)	-4	-3	2	-30	3	24	-2.1	-1.8	108
CCSc1nc2cc(OC)c(OC)cc2c(=O)n1CC	-22	5	11	12	6	19	-0.5	1.1	106
Cc1c[n+](CC(=O)c2ccccc2)c(C)cn1	0	-10	2	12	10	12	-1.1	-0.8	109
Cc1ccc2c(C)c(C(=O)N3CCN(c4ccncc4)CC3)oc2c1C	14	-48	3	13	30*	7	-2.5	3.5	159*
Cc1cccc(-n2c(=O)c(C#N)cc3c(=O)n4ccccc4nc32)c1	0	5	6	7	-1	24	-3.9	-3.3	101
CCOc1ccccc1NC(=O)C1CCCN(c2c(CC)c(C)nc3ncnn23)C1 (stereo not drawn)	-30	-7	3	-4	1	-6	-0.8	-0.8	102
Cc1cccc(OCCNC(=S)NC(=O)c2cncc(Br)c2)c1	-33	14	-7	5	6	-2	-1.9	-4.6	106
C=CCN1C(=O)N/C(=C/c2ccc(N3CCOCC3)o2)C1=O	-3	5	5	29	-3	2	-3.5	-4.0	92
COc1cc2c(cc1OC)C(=O)NCC(C)(C)O2	0	-10	-4	24	-1	-6	-0.6	-2.8	101
Cc1nn(Cc2cccc(C(=O)Nc3ccn(Cc4c(F)c(F)cc(F)c4F)n3)c2)c(C)c1[N+](=O)[O-]	-20	-6	4	-40	5	-2	-3.3	-2.5	104

Screening data from PubChem BioAssay.
